# SUMO1 PPI mod – SUMO1-SIM interaction modulation; AID 602429; SUMO1 binding to a labelled peptide, TR-FRET, 1 h; hit rate 0.33% among 360,000; inhibition, % at 20 µM; P63165; in the data active = inhibition above about 37%
# Target sequence (P63165 whole entry, looked up): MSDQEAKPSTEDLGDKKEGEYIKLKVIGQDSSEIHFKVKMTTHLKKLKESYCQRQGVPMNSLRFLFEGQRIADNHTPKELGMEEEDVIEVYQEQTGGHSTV
# MsrA inh – bovine MsrA inhibition. inhibition, % at 15.5 µM. purified bovine MsrA, absorbance read-out. hit rate 0.75% among 360,000. AID 651718; in the data active = inhibition above about 4.5%;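 also: 0% = vehicle wells with enzyme and 100% = reference inhibitor wells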
# LMPTP inh – LMPTP (human) inhibition | P24666 | recombinant LMPTP-A, OMFP fluorogenic substrate, fluorescence intensity | inhibition, % at 20 µM | hit rate 0.22% among 360,000 | AID 651560;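 active = compounds that cut the enzyme signal by at least half of the control window in the single-dose screen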;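 also: plate controls were DMSO wells with enzyme plus substrate for no effect and substrate without enzyme for full effect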
# Target sequence (P24666 whole entry, looked up): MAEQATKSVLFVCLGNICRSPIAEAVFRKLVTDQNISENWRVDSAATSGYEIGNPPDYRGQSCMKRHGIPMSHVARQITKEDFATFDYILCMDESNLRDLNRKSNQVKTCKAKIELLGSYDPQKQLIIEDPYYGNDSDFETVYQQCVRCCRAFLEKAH
#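 Assay system: LMPTP-A, protein tyrosine phosphatase of low molecular weight / Medium: pH 6.0 Bis-Tris buffer with DTT and Triton X-100 / Schedule: 50 min enzyme reaction at room temperature, protected from light / Measured by: endpoint fluorescence intensity from OMFP dephosphorylation / Read-out basis: % inhibition relative to no-enzyme and uninhibited control wells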
# Scp1 inh – Scp-1 (human) phosphatase inhibition. Q9GZU7. Recombinant Scp1, phosphopeptide, malachite green phosphate absorbance. inhibition, % at 20 µM. hit rate 0.88% among 340,000. AID 493091;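 active = inhibition above about 50% at 20 µM, limit read from the data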;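 also: plate controls were DMSO wells with enzyme for no effect and wells lacking enzyme for full effect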
#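 System: truncated SCP-1 phosphatase (76-261aa); medium: Tris acetate buffer pH 5.5 with MgCl2 and Tween-20; incubation: 45 min room-temperature reaction, 5 min colour, 30 min stabiliser; compound: single 20 µM dose, 1% DMSO; reagent: Phosphorylated 17-residue peptide substrate; read-out: % inhibition at 20 µM; technique: colorimetric free-phosphate detection, absorbance 630 nm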
# NadD inh – NadD (S. aureus) enzyme inhibition; purified NadD enzyme, colorimetric absorbance read-out; inhibition, % at 20 µM; hit rate 0.78% among 360,000; AID 602399; in the data active = inhibition above about 26%; also: some compounds past the cut are filed as inactive
# CSN inh – blocks human CSN-mediated cullin deneddylation; Q92905; Purified CSN, SCF-Nedd8-OG deneddylation, fluorescence polarization; inhibition, % at 12.5 µM; hit rate 0.38% among 360,000;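 active = pattern-corrected inhibition above about 35%, with an unprinted fluorescence ratio check between 0.5 and 1.5, limit read from the data, passing the limit was not always enough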;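 also: 0% = enzyme with substrate and 100% = substrate without enzyme; some results filed as inactive read as strong as hits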
# Target sequence (Q92905 whole entry, looked up, one chain of several): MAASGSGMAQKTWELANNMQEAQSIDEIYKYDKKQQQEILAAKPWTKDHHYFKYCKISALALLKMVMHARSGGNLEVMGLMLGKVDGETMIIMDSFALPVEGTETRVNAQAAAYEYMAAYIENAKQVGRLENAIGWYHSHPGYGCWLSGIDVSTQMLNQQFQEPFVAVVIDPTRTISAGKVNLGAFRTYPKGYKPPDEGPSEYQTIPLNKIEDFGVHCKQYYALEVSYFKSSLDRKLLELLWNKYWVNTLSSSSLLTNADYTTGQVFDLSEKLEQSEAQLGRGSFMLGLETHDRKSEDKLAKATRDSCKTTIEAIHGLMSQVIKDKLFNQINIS
#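 test system = HEK293T-derived human Csn5 enzyme | amount = 0.24 nM Csn5 enzyme, final concentration | medium = Tris/NaCl/DTT buffer, pH 7.5 | schedule = 90 min reaction at room temperature | signal = FP | evaluation = inhibition of Csn5 cleavage, % | compound dosing = single dose of 12.5 µM compound with 0.25% DMSO | probe or stimulus = 10 nM SCFSkp2-Nedd8OG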
# DNMT1 block – DNMT1 (human) enzyme inhibition | DNMT1 molecular beacon, Hinp1I cleavage, fluorescence | inhibition (reported as % activation of signal), % at 10 µM | P26358 | AID 588458 | hit rate 0.83% among 360,000; in the data active = inhibition above about 50%
# TbMetRS inhib – blocks T. brucei methionyl-tRNA synthetase activity; purified T. brucei MetRS, ATP depletion, Kinase-Glo luminescence; inhibition, % at 11.9 µM; hit rate 0.4% among 360,000;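 active = inhibition above a per-plate cutoff of the control wells' mean inhibition plus 3 SD, cut at about 5.5% in these data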;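 also: 0% = DMSO wells median and 100% = median of wells with control inhibitor compound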
#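 Material: T. brucei methionyl-tRNA synthetase, purified; reagent: substrates ATP, L-methionine and bulk Escherichia coli tRNA; dosing: 11.9 µM single point; timing: 15 min plus 2 h at 25 °C; detection: luminescence of leftover ATP; evaluation: % inhibition; control set: DMSO-only wells as low control; replicates: singlicate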
# Rpn11 inh – Rpn11 (human) deubiquitinase inhibition; O00487; human 26S proteasome, Ub4-pepOG fluorescence polarization; 20S core pre-blocked with epoxomicin; calls only at 20 µM; hit rate 0.59% among 360,000; AID 588493;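 active = inhibition at 20 µM, scaled to each plate's controls, above about 33%, limit read from the data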
# Target sequence (O00487 whole entry, looked up): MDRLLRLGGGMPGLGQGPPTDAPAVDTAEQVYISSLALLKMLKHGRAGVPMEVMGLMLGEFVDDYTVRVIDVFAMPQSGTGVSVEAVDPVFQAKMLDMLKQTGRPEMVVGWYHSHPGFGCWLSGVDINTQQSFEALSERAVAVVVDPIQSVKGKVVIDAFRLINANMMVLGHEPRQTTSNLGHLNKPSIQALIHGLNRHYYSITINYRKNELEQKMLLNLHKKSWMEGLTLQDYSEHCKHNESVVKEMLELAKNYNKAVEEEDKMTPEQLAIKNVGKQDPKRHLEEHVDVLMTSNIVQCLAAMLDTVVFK
# STEP inh – blocks human striatal-enriched tyrosine phosphatase. hit rate 0.25% among 360,000. AID 588621. P54829. recombinant STEP, OMFP fluorogenic substrate, fluorescence. inhibition, % at 20 µM;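 active = inhibition at 20 µM, scaled per plate between control wells, above about 37%, limit read from the data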;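 also: 0% = DMSO with enzyme and substrate and 100% = substrate only without enzyme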
#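 Material: STEP (striatal-enriched tyrosine phosphatase) enzyme, cell-free; Compound dosing: 20 µM single dose in 1% DMSO; Technique: fluorescence read at 480 nm ex / 540 nm em; Times: reaction 20 min, ambient temperature; Medium: 50 mM Bis-Tris pH 6.0 with 2.5 mM DTT and 0.005% Tween 20; Also added: OMFP at 25 µM.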
# The depositor's hits bear a star; i = inactive; nt = not tested or not shown.
SUMO1 PPI mod	MsrA inh	LMPTP inh	Scp1 inh	NadD inh	CSN inh	DNMT1 block	TbMetRS inhib	Rpn11 inh	STEP inh	smiles
0	0.5	-4.8	-17	-9	0	0	-0.3	i	1	CCN(CC)CCCNC(=O)COc1ccc2oc3c(c2c1)CCCC3
-8	4.3	1.3	2	1	8	1	2.2	i	-1	C/C(=N\Nc1nc2ccccc2[nH]1)c1cccs1
3	0.6	2.6	-7	-4	-1	0	0.3	i	0	Cc1ccc(NC(=O)Cc2nc(CSc3nnc(-c4ccc5c(c4)OCO5)o3)cs2)cc1
3	0.4	0.9	nt	20	-3	nt	0.3	nt	nt	O=C1NC[C@H](CCCCN2C[C@H](Cc3ccccc3)N(CCc3ccccc3)C(=O)C2=O)N(CCc2ccc(O)cc2)C1=O
-17	3.0	-0.2	-14	-7	2	1	-0.3	i	0	CNC(=S)Nc1ccc([N+](=O)[O-])cc1
4	0.9	-1.8	-6	-3	1	-2	-1.0	i	1	CCN(CC)S(=O)(=O)c1ccc(Cl)c(NC(=O)CSc2nnc(-c3cccs3)o2)c1
0	-1.1	-1.2	5	-4	3	3	-2.0	i	-2	CCCNC(=O)Nc1cc(C)on1
2	0.7	-0.5	1	5	0	1	-0.7	i	0	O=C(Nn1c(C2CCC2)nc2ccccc2c1=O)c1cccs1
-2	-0.5	-0.3	-7	1	2	-1	-0.2	i	1	CC(=O)Nc1ccc(N/C(=N\S(=O)(=O)c2ccccc2)c2ccccc2)cc1
-7	0.0	-0.5	-4	-4	-6	1	-0.2	i	1	c1ccc(-c2nnc(SCCC3OCCCO3)o2)cc1
-1	1.1	-0.2	-18	-1	-8	2	0.0	i	3	COc1ccc(-n2nc(C(=O)Nc3ccc4c(c3)OCO4)c3ccccc3c2=O)cc1
-16	-1.4	1.3	-4	-1	6	-10	-0.3	i	5	O=C(O)c1ccc(C(=O)Nc2cccc3ccccc23)c(C(=O)O)c1
0	-1.0	0.9	29	-2	4	0	-0.8	i	-2	O=C(NCc1ccco1)c1ccc(COCC(F)(F)C(F)F)cc1
7	3.1	-1.5	4	-4	-5	-2	0.6	i	0	On1c(-c2ccco2)nc2c1CCc1nonc1-2
1	-0.7	-1.8	4	-1	-1	0	-0.8	i	-1	CCN1C(=O)[C@H]2[C@H]3CN=C(SCc4ccc(C(=O)OC)cc4)N3[C@@](CC)(C(=O)OC)[C@H]2C1=O
4	0.4	0.2	-6	-2	0	-6	-1.2	i	-3	COc1ccc(CC(=O)Nc2ccc(OC)nc2)cc1
3	-0.5	-1.5	-11	-2	-1	0	-0.3	i	-3	Cc1ccccc1OCc1nc(C#N)c(N2CCCC2)o1
1	-0.3	0.1	-6	-3	1	-1	-0.2	i	2	COc1cccc(C(=O)NCCS(=O)(=O)N2CCOCC2)c1
2	-0.3	-0.5	-5	-2	-1	-1	-0.3	i	-1	O=C(COC(=O)c1cccc(Br)c1)NCC1CCCO1 (configuration not stated)
3	2.5	-1.0	18	-6	8	5	0.7	i	0	O=c1cc(-c2ccc(O)cc2)oc2cc(O)c(C3OC(CO)C(O)C(O)C3O)c(O)c12 (configuration not stated)
0	-0.7	-0.4	6	1	5	5	-2.8	i	0	COC(=O)c1ccc(N2CCOCC2)c(F)c1
-1	0.1	-3.2	-13	-1	-4	0	-0.4	i	0	CCN(CC)C(c1ccc(F)cc1)c1nnnn1CC1CCCO1 (configuration not stated)
3	0.7	-0.8	-10	-3	0	-3	-0.4	i	-2	O=C(N/N=C/c1c(F)cccc1Cl)C1CC1
2	-0.6	-0.9	-9	1	-3	1	-0.3	i	1	CS(=O)(=O)N(CC(=O)N1CCCC1)Cc1ccc(Cl)c(Cl)c1
2	0.7	2.0	-10	-3	-5	-2	-0.5	i	1	Cc1ccc(N(Cc2ccccc2)C(=O)c2ccc(C)c(S(=O)(=O)N3CCOCC3)c2)cc1
-26	-0.1	-0.5	0	2	-2	3	0.6	i	3	CCOC(=O)C1=C(COC(=O)c2ccco2)NC(=O)NC1CC (configuration not stated)
1	-0.5	-1.9	-9	-7	-5	2	-0.2	i	3	CCc1nnc(NC(=O)CSc2ccc(-c3ccccc3OC)nn2)s1
-1	0.5	0.6	-5	-4	-6	-8	-0.9	i	2	O=C(Oc1cccc2cccnc12)c1ccc(N2C(=O)C3C4CCC(C4)C3C2=O)cc1 (configuration not stated)
-1	nt	-1.0	0	2	4	1	0.7	i	-3	Cc1nnc2sc(-c3ccco3)nn12
-1	1.2	-0.9	-15	0	-2	-4	0.6	i	-1	COc1cccc(OC)c1C(=O)Nc1ccc(N2CCN(S(C)(=O)=O)CC2)cc1
0	1.2	2.1	-4	-5	3	-2	-0.1	i	1	CC1=CC(C)(C)N(S(=O)(=O)c2ccc(F)cc2)c2ccccc21
-1	-0.1	8.0	15	2	3	7	-0.7	i	11	Cc1cc(-c2ccccc2)nc2cc(C(N)=O)nn12
1	0.3	6.2	-10	-8	3	0	13*	i	3	CC(CNC(=S)Nc1cc(F)cc(F)c1)CSc1ccc(Cl)cc1 (configuration not stated)
0	-0.1	-2.4	3	2	-7	-3	-0.7	i	1	COc1cc(Cl)c(C)cc1NC(=O)COC(=O)c1cnc(C)cn1
0	0.7	-3.3	35	-1	0	8	-0.1	i	-4	C[C@H](CO)N1C[C@H](C)[C@@H](CN(C)S(=O)(=O)c2ccc(F)cc2)Oc2c(NC(=O)c3ccncc3)cccc2C1=O
-13	-0.1	-1.3	-9	0	-1	0	-2.1	i	0	O=C(C[n+]1cc(Br)cc(Br)c1)c1ccccc1
1	-1.1	-1.3	0	0	1	0	-0.3	i	1	COc1ccc(Br)cc1C(=O)NC(=S)Nc1c(C)n(C)n(-c2ccccc2)c1=O
4	-0.3	-0.5	-2	-2	-5	-2	-0.3	i	-5	COc1cc(NC(=O)Cc2cccs2)c(C(=O)O)cc1OC
-2	0.8	-3.2	-6	-3	1	3	-0.2	i	-1	CN1CCN(CC(O)COc2ccc(S(=O)(=O)N3CCOCC3)cc2)CC1 (configuration not stated)
-4	1.3	-0.3	-3	-5	-3	3	-1.0	i	-1	COC(=O)c1ccccc1NC(=O)c1onc(C)c1Cl

# Random excerpt: three entries already listed, in no set order.
SUMO1 PPI mod	MsrA inh	LMPTP inh	Scp1 inh	NadD inh	CSN inh	DNMT1 block	TbMetRS inhib	Rpn11 inh	STEP inh	smiles
-4	1.3	-0.3	-3	-5	-3	3	-1.0	i	-1	COC(=O)c1ccccc1NC(=O)c1onc(C)c1Cl
-1	-0.1	8.0	15	2	3	7	-0.7	i	11	Cc1cc(-c2ccccc2)nc2cc(C(N)=O)nn12
-1	nt	-1.0	0	2	4	1	0.7	i	-3	Cc1nnc2sc(-c3ccco3)nn12

# Part of the list above, reduced to MsrA inh:
SMILES	MsrA inh
CCc1nnc(NC(=O)CSc2ccc(-c3ccccc3OC)nn2)s1	-0.5
O=C(Oc1cccc2cccnc12)c1ccc(N2C(=O)C3C4CCC(C4)C3C2=O)cc1 (configuration not stated)	0.5
O=C(C[n+]1cc(Br)cc(Br)c1)c1ccccc1	-0.1
CCOC(=O)C1=C(COC(=O)c2ccco2)NC(=O)NC1CC (configuration not stated)	-0.1
COc1ccc(Br)cc1C(=O)NC(=S)Nc1c(C)n(C)n(-c2ccccc2)c1=O	-1.1
CC(CNC(=S)Nc1cc(F)cc(F)c1)CSc1ccc(Cl)cc1 (configuration not stated)	0.3
O=C(N/N=C/c1c(F)cccc1Cl)C1CC1	0.7

# Carrying on:
SUMO1 PPI mod	MsrA inh	LMPTP inh	Scp1 inh	NadD inh	CSN inh	DNMT1 block	TbMetRS inhib	Rpn11 inh	STEP inh	smiles
-3	0.3	0.5	-2	-1	1	4	-1.1	i	-2	CC(=O)Nc1cccc(NC(=O)C2CCCN2C(=O)Nc2cccc(F)c2)c1 (configuration not stated)
4	1.7	1.6	-6	-4	0	-2	-0.2	i	-2	Cc1cccc(N(Cc2ccccc2)C(=O)c2ccccc2S(C)(=O)=O)c1
-1	0.5	2.6	0	-4	-4	0	-1.3	i	-2	Cc1cc(Oc2ccccc2)nc(SCC(=O)Nc2ccc(Cl)cc2Cl)n1
-1	1.2	-1.4	0	-1	-7	8	-0.6	i	-3	CC(=O)Nc1ccccc1C(=O)C(=O)Nc1ccccc1
6	-0.6	-1.1	-10	-3	0	5	0.7	i	3	CC(C)C(=O)Nc1ccc(NC(=O)c2ccc3c(c2)OCO3)cc1
4	2.1	-0.7	nt	9	2	nt	-0.9	nt	nt	OCC1OC(c2ccc(O)cc2O)C(O)C1O (configuration not stated)
3	0.4	1.6	-5	-4	-3	1	-0.4	i	7	Cc1c(Cl)cccc1NC(=S)Nc1ccc2[nH]c(=O)[nH]c2c1
-1	0.4	-2.1	6	-3	1	10	-0.6	i	3	CSCCC(NS(=O)(=O)c1cc(C(=O)O)ccc1Cl)C(=O)O (configuration not stated)
-11	1.0	-0.4	-5	1	-1	4	0.2	i	-1	Cc1cccc(C)c1NC(=O)CN(C)C(=O)/C=C/c1cccs1
